High-throughput results from PubChem BioAssay.
EPAC2 antag: qHTS for Antagonist of cAMP-regulated guanine nucleotide exchange factor 2 (EPAC2): primary screen; 0.18% of 360,000 active; Potency, µM (titrated, usually from 114 µM), for the others: at the highest dose activity, negative = inhibition, actives largely listed as inhibitors; EPAC2 GEF exchange of Rap1B-BODIPY-GDP, fluorescence; Rap guanine nucleotide exchange factor 4 (Homo sapiens), Q8WZA2; also: % is scaled to controls: 0 for no effect and ±100 for the full control effect; nearly all actives have a fitted effect of over 45% in size; many of its hits are not listed in these tables
aSyn yeast inh: qHTS of alpha-syn Inhibitors. Yeast expressing alpha-synuclein, growth rescue, BacTiter-Glo, 24 h. Potency, µM (top dose mostly 46.1 µM), inactives show at the highest dose growth rescue (activation), actives largely listed as activators. AID 652106, 2013. 0.14% of 370,000 active; also: % of control where 0% means no effect; nearly all actives have a fitted effect of over 65% in size
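Screening used galactose-induced yeast with toxic alpha-synuclein levels, exposed to compound for 24 hr at 30 deg C. Cell growth, read with BacTiter-Glo luminescence, gave the measured signal.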
EPAC1 agonist: qHTS for Agonist of cAMP-regulated guanine nucleotide exchange factor 3 (EPAC1): primary screen; Rap guanine nucleotide exchange factor 3 (Homo sapiens), O95398; EPAC1 agonist qHTS, biochemical assay; response scale: 100% = response to 6.5 mM cAMP; Potency, µM (highest dose often 154 µM), without a hit: top-dose activation, actives largely listed as activators; 0.073% of 360,000 active; also: nearly all actives have a fitted effect of over 60% in size
Target sequence (O95398 whole entry, looked up): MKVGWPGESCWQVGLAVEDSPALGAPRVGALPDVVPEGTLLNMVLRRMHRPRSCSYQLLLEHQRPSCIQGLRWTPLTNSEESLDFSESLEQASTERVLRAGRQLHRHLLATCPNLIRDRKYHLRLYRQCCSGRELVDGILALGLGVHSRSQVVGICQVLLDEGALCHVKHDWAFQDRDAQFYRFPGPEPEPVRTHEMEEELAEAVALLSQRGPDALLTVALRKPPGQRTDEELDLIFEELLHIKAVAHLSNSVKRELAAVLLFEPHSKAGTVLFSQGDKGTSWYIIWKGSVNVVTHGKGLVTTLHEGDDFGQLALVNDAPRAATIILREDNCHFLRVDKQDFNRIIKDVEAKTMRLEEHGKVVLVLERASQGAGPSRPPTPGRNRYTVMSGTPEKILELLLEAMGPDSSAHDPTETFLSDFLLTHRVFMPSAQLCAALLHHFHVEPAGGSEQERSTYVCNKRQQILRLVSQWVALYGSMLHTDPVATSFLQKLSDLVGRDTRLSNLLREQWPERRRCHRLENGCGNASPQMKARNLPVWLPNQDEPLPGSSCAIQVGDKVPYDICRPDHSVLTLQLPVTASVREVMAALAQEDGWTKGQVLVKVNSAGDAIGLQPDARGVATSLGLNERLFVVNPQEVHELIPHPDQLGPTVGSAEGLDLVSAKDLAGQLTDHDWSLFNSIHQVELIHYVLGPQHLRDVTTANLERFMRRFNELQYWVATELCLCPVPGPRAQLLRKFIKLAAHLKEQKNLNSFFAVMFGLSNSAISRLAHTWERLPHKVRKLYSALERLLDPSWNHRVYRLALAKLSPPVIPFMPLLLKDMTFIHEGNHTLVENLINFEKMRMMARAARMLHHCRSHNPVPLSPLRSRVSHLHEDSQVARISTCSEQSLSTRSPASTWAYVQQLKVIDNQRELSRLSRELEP
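Nucleotide exchange by EPAC1 (100 nM) on Rap1B–BODIPY-GDP (250 nM) in the presence of 50 uM GDP is tracked fluorescently at 480/540 nm over 30 min. Signals are normalized to a 6.5 mM cAMP control.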
FUS yeast rescue: qHTS for Suppressors of FUS Proteinopathy: Primary screen using FUS-linked yeast assay | S. cerevisiae FUS-expressing, growth rescue, OD600, 24 h | Potency, µM (highest dose often 76.6 µM), without a hit: at the top dose growth rescue (activation), hits mostly activators | 0.24% of 390,000 active | AID 1347120, 2019;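 also: plate controls were DMSO vehicle for no effect and reference control for full effect; nearly all actives have a fitted effect of over 55% in size; some results filed as inactive show a strong effect at the top dose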
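Galactose (2%) drives FUS expression in yeast precultured in raffinose; seeding density OD 0.005. Test compounds incubated 24hr at 30C and 99% humidity before absorbance at 600 nm was measured.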
PTHR1 agonist: qHTS for PTHR1 Agonists: Primary Screen | Potency, µM (highest dose often 115 µM), for inactives: at the top dose activation, hits mostly activators | 0.075% of 410,000 active | HEK293 GP2 PTHR1 cells, GloSensor cAMP luminescence, 1 h; also: nearly all actives have a fitted effect of over 55% in size; some results filed as inactive show a strong effect at the top dose; inactives centre near -15; many of its hits are not listed in these tables
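HEK-293-derived GP2 cells expressing PTHR1 and a GloSensor cAMP reporter, 3,000/well, plated overnight, given luciferin plus IBMX (each 0.5 mM as added) for 1 h at 37 °C, then compound for 1 h at 37 °C. Luminescence was read after 15 min at room temperature.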
EPAC1 antagonist: qHTS for Antagonist of cAMP-regulated guanine nucleotide exchange factor 3 (EPAC1): primary screen | EPAC1 GEF assay, Rap1b-BODIPY-GDP exchange fluorescence | 0.14% of 360,000 active | Rap guanine nucleotide exchange factor 3 (Homo sapiens), O95398 | Potency, µM (series often up to 115 µM), for the others: at the highest dose activity change, negative = inhibition, hits mostly inhibitors;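 also: plate controls were vehicle for no effect and positive control for full effect; nearly all actives have a fitted effect of over 50% in size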
EPAC2 ag: qHTS for Agonist of cAMP-regulated guanine nucleotide exchange factor 4 (EPAC2): primary screen; Potency, µM (doses to about 154 µM), inactives show at the top dose activation, most hits filed as activators; Rap guanine nucleotide exchange factor 4 (Homo sapiens), Q8WZA2; 0.079% of 360,000 active; EPAC2 activation, biochemical qHTS; response scale: 100% = 6.5 mM cAMP response; AID 720711, 2013; also: nearly all actives have a fitted effect of over 50% in size
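Setup: EPAC2 100 nM, labeled Rap1B complex 250 nM, free GDP 50 uM. Compound titrations pinned in, brief spin, 5 min room temperature incubation. Kinetic fluorescence read over 30 min, normalized to 6.5 mM cAMP.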
TDP43 rescue: qHTS of TDP-43 Inhibitors | 1.8% of 410,000 active | Potency, µM (series often up to 46.1 µM), inactives show at the top dose growth rescue (activation), hits mostly activators | AID 652104, 2013 | TDP-43 expressing yeast growth rescue, BacTiter-Glo, 24 h; also: % of control where 0% means no effect; nearly all actives have a fitted effect of over 50% in size
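Luminescence from BacTiter-Glo reports growth of TDP-43-expressing yeast after 24 hr at 30 deg C with compound. Cells were raffinose-pregrown to mid-log, then seeded in galactose medium at OD600=0.02.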
Numbers without * were called inactive; i = inactive; u = inconclusive; x = no result given; & = joins results of further samples; [ ] = another dose, or the depositor's remark. Calls follow the shape of the dose curve; as a rule, active = well fitted curve in the direction sought with a large enough effect; inconclusive = small, poorly fitted or top-dose-only effect, or another doubt; inactive = no such curve, though single readings can be large; an effect the other way counts as inactive or inconclusive. Potency is read from the fitted curve at half-maximal effect. A portion of the library; rates above refer to the full screens.

smiles	EPAC2 antag	aSyn yeast inh	EPAC1 agonist	FUS yeast rescue	PTHR1 agonist	EPAC1 antagonist	EPAC2 ag	TDP43 rescue
Cc1ccc(SCC(=O)N2CC(C)OC(C)C2)cc1 (configuration not stated)	-1%	3%	1%	-6%	-11%[57.5 µM]	6%	6%	16%
C=CCn1c(CCNC(=O)c2ccco2)nc2ccccc21	-13%	0%	10%	-17%	-21%	10%	5%	-6%
CCCCNC(=O)C1CCN(S(=O)(=O)CCC)CC1	x	1%	x	-7%	0%	x	x	15%
C[C@@H]1CN([C@@H](C)CO)C(=O)CCCn2nncc2CO[C@H]1CN(C)Cc1ccc2cccnc2c1	0%	3%	-2%	-4%	-1%	-4%	-8%	0%
Cc1nn(CC(=O)N2CCc3ccccc3C2)c(C)c1[N+](=O)[O-]	-5%	6%	0%	7%	i	8%	5%	-8%[0.397 µM]
CCCOc1ccc(C2NC(=O)CCC2[N+](=O)[O-])cc1 (configuration not stated)	-2%	3%	7%	-18%	i	-10%	-1%	9%
CC(=O)c1cccc(NC(=O)C2CCCN(c3nnc(-n4cccc4)s3)C2)c1 (configuration not stated)	x	2%	x	10%	-3%	x	x	23%
Brc1cccc(-c2nc3ccc(Br)cn3c2Cc2ccccc2)c1	-10%	-8%	-6%	23%	-80%[inhibitor]	-5%	12%	28µM*
COC(=O)c1cc(NC(=S)NCc2ccc(Cl)cc2)cc(C(=O)OC)c1	-1%	4%	-2%	11%	-28%	-17%	2%	11%
COCCn1c(C)cc(C(=O)COC(=O)c2ccccc2Br)c1C	-10%	4%	-8%	23%	-35%	-7%	9%	3%
Cc1ccc(N(Cc2cc3cc(C)ccc3[nH]c2=O)C(=O)c2cccs2)cc1	1%	3%	4%	-1%	i	-3%	1%	8%
COc1ccc(N2CCN(C(=O)CSc3nnc4c5cc(C)ccc5n(C)c4n3)CC2)cc1	-1%	0%	9%	-7%	-4%[57.5 µM]	7%	8%	-3%
CC1CCCN(S(=O)(=O)c2ccc3c(c2)CCN3C(=O)C2CCC2)C1 (configuration not stated)	0%	10%	2%	-6%	i	7%	-5%	0%
O=[N+]([O-])c1ccc2c(c1)C(N1CCOCC1)/C(=C/COc1ccc(F)cc1)O2 (configuration not stated)	-10%	16%	14%	14%	-39%[inhibitor][57.5 µM]	-19%	8%	u
Cc1ccccc1-c1nnc(SCC(=O)Nc2ccc(Cl)cc2)n1N	-2%	-5%	9%	20%	-17%[57.5 µM]	1%	10%	13%
Cc1c(C(=O)N2CCc3ccccc3C2)oc2ccccc12	-30%	3%	-1%	19%	-25%	24%	18%	u
COc1ccc(/C=N/NC(=O)CN2CCCC2)cc1	5%	0%	2%	4%	-25%	-6%	1%	-1%
Cc1ccc(C)c(NC(=O)CNS(=O)(=O)c2ccccc2)c1	9%	-1%	1%	8%	-2%[57.5 µM]	14%	-1%	-15%
c1ccc2c(NCC3CCCO3)nc(N3CCCCC3)nc2c1 (configuration not stated)	10%	2%	0%	-15%	i	5%	11%	3%
CC(C)c1ccc2[nH]c3c(c2c1)CCCC3=O	u	-6%	-3%	3%	0%	-3%	-16%	u
CCCCn1c(N)c(N(CCOC)C(=O)COc2c(C)cccc2C)c(=O)[nH]c1=O	6%	-1%	-9%	16%	i	-9%	0%	-17%
O=S(=O)(c1ccccc1)c1cnn2c(C(F)(F)F)cc(-c3ccccc3)nc12	13%	-11%	1%	9%	i	1%	-1%	3%
COC(=O)[C@@]12CCCCN1[C@H](c1ccc(-c3ccc(F)cc3)c(OC)c1)[C@@H]1C(=O)N(C)C(=O)[C@@H]12	-17%	u	-7%	32%	-13%	-20%	9%	16µM*
COc1ccc(OC)c(NC(=O)Cn2nc(C)c3ccccc3c2=O)c1	6%	-3%	0%	-7%	-10%	7%	6%	-3%
COc1ccc([N+](=O)[O-])cc1NC(=O)CC1SC(=Nc2cccc(C)c2C)N(/N=C/c2cccc(OC)c2OC)C1=O (configuration not stated)	2%&0%	12%&8%	4%&7%	25%&13%	i	3%&-1%	3%&-5%	-4%&1%
CC12CCC(=O)N1C(C(=O)NCc1ccc(Cl)cc1Cl)CS2 (configuration not stated)	12%	3%	16%	4%	-9%	-1%	-2%	18%
CNC(=O)c1cc(OCC(F)(F)F)ccc1OCC(F)(F)F	19%	1%	-13%	6%	i	-1%	-6%	3%
O=S1(=O)CC(N2CCC(Cc3ccccc3)CC2)CN1C1CCCC1 (configuration not stated)	13%	2%	4%	-10%	-12%	5%	4%	15%
CCN(CC)CCn1c2ccccc2c2n[nH]c(=S)nc21	5%	-2%	-6%	20%	i	0%	2%	-17%
Clc1ccc(Cn2cc(/C=N/n3cnnc3)c3ccccc32)c(Cl)c1	-7%	1%	8%	6%	-12%	-4%	-14%	15%

Reformatted with two lines to a compound: 2 of the compounds above
Under each structure – EPAC2 antag | aSyn yeast inh | EPAC1 agonist | FUS yeast rescue | PTHR1 agonist | EPAC1 antagonist | EPAC2 ag | TDP43 rescue
> Clc1ccc(Cn2cc(/C=N/n3cnnc3)c3ccccc32)c(Cl)c1
  -7% | 1% | 8% | 6% | -12% | -4% | -14% | 15%
> O=S(=O)(c1ccccc1)c1cnn2c(C(F)(F)F)cc(-c3ccccc3)nc12
  13% | -11% | 1% | 9% | i | 1% | -1% | 3%

(list continues)
smiles	EPAC2 antag	aSyn yeast inh	EPAC1 agonist	FUS yeast rescue	PTHR1 agonist	EPAC1 antagonist	EPAC2 ag	TDP43 rescue
CC(=O)c1oc2ccccc2c1NC(=O)CN1CCCCC1	5%	-2%	9%	-5%	-2%[57.5 µM]	-5%	13%	-2%
Cc1ccc(S(=O)(=O)Cn2nnnc2CN2CCN(C(=O)c3ccco3)CC2)cc1	-2%	5%	-5%	21%	-27%	-3%	3%	-1%
COc1cc(C(=O)CCN2CCC(c3ccccc3)C2)cc(OC)c1OC (configuration not stated)	-2%	-11%	10%	x	i	2%	10%	-2%
O=C1OCCC1=COCCCCOC=C1CCOC1=O	-4%	1%	-1%	-8%	i	18%	11%	23%
Cc1cc(S(=O)(=O)NCC(c2ccc(F)cc2)N2CCN(C)CC2)ccc1F (configuration not stated)	4%	10%	4%	-9%	i	u	4%	-8%
CN(C)S(=O)(=O)Nc1ccc(-c2cn3ccsc3n2)cc1	x	-8%	x	14%	-18%	x	x	10%
Cc1ccc(NC(=O)C(C)OC(=O)CCC2CCCCC2)cc1 (configuration not stated)	6%	-2%	-9%	u	-25%	-10%	-3%	-17%
O=C(O)CSc1nccc2ccccc12	11%	4%	-11%	23%	i	-11%	5%	19%
CCC(C)NC(=O)c1ccccc1NC(=O)CN(c1ccc(OC)cc1)S(C)(=O)=O (configuration not stated)	0%	10%	9%	6%	3%[57.5 µM]	-13%	1%	-3%
COc1ccccc1CNc1nc(NCCNC(C)=O)c2sccc2n1	6%	4%	-21%	-11%	i	-4%	13%	u
CCCCNC(=O)c1cc(S(=O)(=O)N2CCCCC2)oc1C	-4%	1%	1%	8%	-10%	-11%	9%	12%
CC(C)Cc1nc(N2CCN(C(=O)C(C)C)CC2)c(C#N)c2c1CCC2	-8%	7%	4%	33%	-7%[57.5 µM]	-11%	8%	u
COc1ccc2[nH]c3c(=O)n(CCCCC(=O)N4CCC(C(N)=O)CC4)c(=S)[nH]c3c2c1	12%	-1%	3%	31%	-21%	5%	5%	-15%
O=C(NNC(=S)NC(=O)c1ccccc1)c1ccc(O)cc1	-1%	-2%	-3%	0%	i	1%	-1%	-13%
CN(C)CCNC(=O)c1csc(Nc2cccc3ccccc23)n1	-1%	2%	-3%	25%	-14%	-5%	-3%	5%

Filtered by structure: the compounds so far with bromine
smiles	EPAC2 antag	aSyn yeast inh	EPAC1 agonist	FUS yeast rescue	PTHR1 agonist	EPAC1 antagonist	EPAC2 ag	TDP43 rescue
Brc1cccc(-c2nc3ccc(Br)cn3c2Cc2ccccc2)c1	-10%	-8%	-6%	23%	-80%[inhibitor]	-5%	12%	28µM*
COCCn1c(C)cc(C(=O)COC(=O)c2ccccc2Br)c1C	-10%	4%	-8%	23%	-35%	-7%	9%	3%

Following part
smiles	EPAC2 antag	aSyn yeast inh	EPAC1 agonist	FUS yeast rescue	PTHR1 agonist	EPAC1 antagonist	EPAC2 ag	TDP43 rescue
O=C(c1[nH]ncc1[N+](=O)[O-])N1CCOCC1	8%	-5%	5%	-5%	u	u	2%	-8%
NS(=O)(=O)c1ccc(CCNC(=O)c2ccccc2-c2ccccc2)cc1	9%	-1%	-2%	14%	-21%	10%	5%	6%
COc1ccc(C2=Nc3ccccc3N(C(=O)Cc3cc(OC)cc(OC)c3)C2C(=O)NC(C)(C)C)cc1 (configuration not stated)	-6%	7%	6%	u	-6%	-11%	10%	u
CSc1nsc(SC)c1NC(=O)OC1CCCCC1	7%	14%	6%	-2%	-11%	10%	-6%	u
CCn1c(SCc2cccnc2)nc2c1c(=O)n(C)c(=O)n2C	10%	-2%	2%	13%	i	-1%	2%	-23%
COC(=O)c1cccc(S(=O)(=O)N(Cc2ccco2)Cc2cc3cc(OC)c(OC)cc3[nH]c2=O)c1	1%	-3%	-11%	13%	i	-1%	-5%	-15%
CCn1c(COc2ccc(=O)n(-c3ccccc3)n2)nnc1SCc1ccc(OC)cc1	9%[57.1 µM]	5%	4%	21%	i	13%	2%	8%
Cc1cc2c3ccccc3ncn2n1	-4%	1%	-6%	-34%	-9%	-6%	3%	9%
O=C(OCCCOC(=O)c1ccc(Br)o1)c1ccc(Br)o1	2%	15%	10%	-12%	i	-7%	27%	23%
S=C1NC2=C(C(c3ccc(Br)cc3)N1)N1CCC2CC1 (configuration not stated)	25%	-6%	3%	-2%	i	0%	13%	0%
Cc1ccc(-n2c(SCC(=O)Nc3cc(S(=O)(=O)N4CCOCC4)ccc3Cl)nc3ccccc3c2=O)cc1	-1%	28%	8%	-11%	i	-22%	7%	-2%
CCCCNC(=O)CCCCC(=O)N/N=C/c1cccc(Cl)c1	9%	-7%	-2%	-17%	-8%	5%	-3%	11%
